Assay outcomes: PubChem BioAssay, The Scripps Research Institute Molecular Screening Center
ULK1 inh: inhibitors of human ULK1 kinase; O75385; inhibition, % at 5.96 µM; actives 1.9% (n = 30,000); AlphaScreen Atg13 phosphorylation by ULK1, luminescence; in the data active means inhibition above about 43%;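 further: 0% = median of compound wells and 100% = no enzyme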
ASK1 primary: human ASK1 kinase inhibition, primary screen | AlphaScreen MKK6 phosphorylation by ASK1, luminescence | actives 0.99% (n = 22,000) | inhibition, % at 7.44 µM | AID 1159602; in the data active means inhibition above about 35%;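 further: 0% = median of compound wells and 100% = no enzyme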
Target sequence (Q99683 whole entry, looked up): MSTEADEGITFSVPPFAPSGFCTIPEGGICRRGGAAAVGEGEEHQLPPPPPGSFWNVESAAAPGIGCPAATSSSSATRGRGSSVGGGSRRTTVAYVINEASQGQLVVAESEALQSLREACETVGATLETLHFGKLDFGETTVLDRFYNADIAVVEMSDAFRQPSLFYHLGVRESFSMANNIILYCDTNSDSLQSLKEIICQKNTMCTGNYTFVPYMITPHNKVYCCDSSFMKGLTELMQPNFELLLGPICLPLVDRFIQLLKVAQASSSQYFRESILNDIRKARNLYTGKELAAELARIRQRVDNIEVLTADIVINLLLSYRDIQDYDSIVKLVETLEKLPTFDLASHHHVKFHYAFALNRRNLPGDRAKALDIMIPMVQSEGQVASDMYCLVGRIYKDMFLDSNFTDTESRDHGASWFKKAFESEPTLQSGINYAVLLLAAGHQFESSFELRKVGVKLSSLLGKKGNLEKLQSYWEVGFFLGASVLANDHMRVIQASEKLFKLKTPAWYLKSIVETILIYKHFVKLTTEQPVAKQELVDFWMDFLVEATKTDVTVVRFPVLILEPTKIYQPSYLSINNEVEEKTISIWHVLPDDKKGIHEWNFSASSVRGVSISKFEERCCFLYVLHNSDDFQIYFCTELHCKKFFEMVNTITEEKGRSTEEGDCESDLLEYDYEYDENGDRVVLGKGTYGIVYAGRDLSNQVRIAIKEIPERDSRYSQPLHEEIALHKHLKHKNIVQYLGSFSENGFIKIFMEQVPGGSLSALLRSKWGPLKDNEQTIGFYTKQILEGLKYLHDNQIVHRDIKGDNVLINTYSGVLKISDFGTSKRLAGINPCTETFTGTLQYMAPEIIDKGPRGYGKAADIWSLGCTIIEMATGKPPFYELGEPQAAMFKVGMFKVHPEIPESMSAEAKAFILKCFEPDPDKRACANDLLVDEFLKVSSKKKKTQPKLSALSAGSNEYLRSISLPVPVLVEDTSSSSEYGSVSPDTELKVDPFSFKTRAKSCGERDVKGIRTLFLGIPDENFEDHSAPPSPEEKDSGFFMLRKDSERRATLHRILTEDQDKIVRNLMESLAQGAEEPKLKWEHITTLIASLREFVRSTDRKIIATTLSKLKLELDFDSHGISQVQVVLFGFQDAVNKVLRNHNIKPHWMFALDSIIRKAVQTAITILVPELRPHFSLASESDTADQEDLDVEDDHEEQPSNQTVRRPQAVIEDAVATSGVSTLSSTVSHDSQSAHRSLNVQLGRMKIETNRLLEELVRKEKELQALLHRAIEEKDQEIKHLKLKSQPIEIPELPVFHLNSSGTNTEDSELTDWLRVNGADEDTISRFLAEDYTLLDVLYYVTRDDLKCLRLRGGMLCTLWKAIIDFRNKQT
An asterisk follows results filed as active; . = no result given; & = joins results of further samples.

Structure | ULK1 inh | ASK1 primary
CCCCCCn1c(SCCO)nc2c1c(=O)[nH]c(=O)n2C | -13.0 | .
c1ccc(OCCNc2ccnc(-c3ccccc3)n2)cc1 | -6.8 | -9.6
c1ccc(CNc2nc(-c3ccc(N4CCOCC4)nc3)nc3c2ncn3-c2ccccc2)cc1 | -1.6 | 13.3
OCC1CCCN1c1nc(NC2CCN(Cc3ccccc3)CC2)c2ncn(-c3ccccc3)c2n1 (configuration not stated) | -5.8 | -5.4
OCCNc1ccnc(Nc2ccncn2)n1 | 3.4 | 4.7
CCN(CC)c1nc(Nc2ccc(N3CCOCC3)cc2)nc(NC2CCN(Cc3ccccc3)CC2)n1 | 12.1&-5.9 | 13.7&33.1
Cc1cnc(Nc2cnccn2)nc1NCCCN1CCCC1=O | -5.2 | -19.7
COc1ccc(CCNc2cc(Nc3nccc4ccccc34)nc(N)n2)cc1 | -16.8 | -6.5
CC(C)N(CCNc1nc(Nc2ccc(-n3ccnc3)cc2)nc2c1ncn2-c1ccsc1)C(C)C | 1.2 | 4.4
O=C1CCCN1CCCNc1nc(Nc2ccncc2)nc2c1ncn2CCN1CCCC1=O | 13.3 | -13.9
COc1ccc(-c2nc(NC3CC3)c3ncn(C4CCCCC4)c3n2)cc1 | -4.6 | -4.0
CCCNc1cc(N2CCC(N3CCOCC3)CC2)ncn1 | -5.5 | -4.8
C=CCN1C(=O)C(C)(C)COc2cc(NC(=O)CC)ccc21 | 0.9 | .
COCCNc1cc(-c2ccc(F)cc2)nc(-c2ccncc2)n1 | -4.8 | .
CN1CCN(c2ncn(-c3ccc(Nc4nccc(-c5ccc(NS(C)(=O)=O)cc5)n4)cc3)n2)CC1 | 63.3* | -27.8

Fetched by compound from the list above, 2 records:
Structure | ULK1 inh | ASK1 primary
COc1ccc(CCNc2cc(Nc3nccc4ccccc34)nc(N)n2)cc1 | -16.8 | -6.5
CCCNc1cc(N2CCC(N3CCOCC3)CC2)ncn1 | -5.5 | -4.8

(further entries)
Structure | ULK1 inh | ASK1 primary
COC(=O)c1ccc(NC(=O)CSc2ncc(-c3ccc(Cl)cc3)n2C)cc1 | -2.0 | .
O=C(NCc1ccccc1)c1cccc(NC2CCC(O)CC2)n1 (configuration not stated) | -7.5 | -16.0
O=C(CSC1=NCCS1)Nc1cccc(F)c1 | -0.8 | .
COc1ccc(CCNC(=O)c2ccnc(N3CCc4ccccc4C3)c2)cc1 | -0.3 | -2.5
CC(=O)Nc1ccc(NC(=O)c2csc(Nc3ccc4ncccc4c3)n2)cc1 | 24.9 | 1.1
COc1cc(NC(=O)c2cncc(-c3ccc(N4CCOCC4)nc3)c2)cc(OC)c1OC | -5.7 | -8.2
Cc1cncc2c(S(=O)(=O)N3CCCNC[C@@H]3C)cccc12 | 4.6 | -4.4
CC(C)N(CCNc1nc(Nc2nc3ccccc3n2C)nc2c1ncn2C1CCCCC1)C(C)C | -1.3 | 7.3
COc1cc2nc(-c3c(C)noc3C)nc(NCc3nc4ccccc4[nH]3)c2cc1OC | -2.2 | -15.2
C=C1/C(=C\C=C2/CCCC3(C)[C@@H]([C@H](C)CCCC(C)(C)O)CC[C@@H]23)C[C@@H](O)C[C@@H]1O (some centres not stated) | 11.5 | .
Cc1noc(C)c1-c1ncc(C(=O)NCCCN2CCCC2=O)s1 | 10.4 | 2.7
Cc1ccccc1Nc1ccc2c(cnn2-c2cc(C(=O)NCCN3CCN(C)CC3)ccn2)c1 | -18.5 | -9.1
CCN(CC)c1nc(Nc2ccc(-n3ccnc3)cc2)nc(Nc2ccc3c(c2)OCO3)n1 | -12.1 | 35.0
O=C(NCc1cccc(C(F)(F)F)c1)c1csc(-c2csc3ccccc23)n1 | -7.9 | -11.5
CC(C)n1cnc2c(NC3CCN(Cc4ccccc4)CC3)nc(-c3ccc(C(=O)N4CCN(C)CC4)cc3)nc21 | -0.6 | -17.9
CC(=O)Nc1ccc(NC(=O)C2CCN(c3ccc(Nc4ccncn4)nn3)CC2)cc1 | 27.9 | -2.5
CC(C)(Oc1ccc(CCNC(=O)c2ccc(Cl)cc2)cc1)C(=O)O | -3.0 | .
Nc1nc(NCc2cccc(C(F)(F)F)c2)cc(Nc2nccc3ccccc23)n1 | -22.9 | 3.1
CCN(CC)c1nc(Nc2ccc3c(c2)OCO3)nc(Nc2ccc3ncccc3c2)n1 | -20.4 | 15.3
Cc1ncn(-c2ccc(Nc3nccc(-c4cc(N5CCOCC5)ccc4C#N)n3)cc2)n1 | -52.6 | 1.3
Cc1nc(-c2cncc(-c3ccccc3)c2)cc(N2CCN(c3ccccn3)CC2)n1 | -1.9 | .
CC(=O)c1cccc(-c2nccc(NCc3cccnc3)n2)c1 | 7.2 | -0.5
CC(=O)Nc1ccc(NC(=O)c2cnc(Nc3cccc(N(C)C)c3)s2)cc1 | -4.3 | 4.5
Cn1cc(-c2ccc3cnc(Nc4ccc(-n5cnc(N6CCOCC6)n5)cc4)nc3c2C(F)(F)F)cn1 | 33.4 | -73.7
COc1cccc(CNC(=O)c2nc3ccc(-c4cn[nH]c4)cc3[nH]2)c1 | 0.3 | -2.2
c1ccc(N2CCN(c3nc(NCc4cccnc4)c4ncn(C5CCCCC5)c4n3)CC2)nc1 | 4.2 | 8.3
Nc1cccc(-c2nc(NCc3cccc(C(F)(F)F)c3)c3[nH]cnc3n2)c1 | -18.7 | -0.8
CC(=O)Nc1ccc(NC(=O)c2cccc(-c3csc4ccccc34)n2)cc1 | -73.7 | -3.2
CC(=O)c1cccc(-c2cccc(C(=O)Nc3ccccc3)n2)c1 | -10.3 | -8.9
C[C@]12CCC(=O)C=C1CC[C@@H]1[C@@H]2[C@@H](O)C[C@@]2(C)[C@H]1CCC2(O)C(=O)CO (some centres not stated) | -0.4 | .

An excerpt of these results, with two lines to a compound:
The line under a structure holds: ULK1 inh	ASK1 primary
CC(=O)c1cccc(-c2cccc(C(=O)Nc3ccccc3)n2)c1
  -10.3	-8.9
Cc1nc(-c2cncc(-c3ccccc3)c2)cc(N2CCN(c3ccccn3)CC2)n1
  -1.9	.

New compounds follow
Structure | ULK1 inh | ASK1 primary
COc1cccc(CNC(=O)Nc2ccc(-c3ncnc4[nH]ccc34)cc2)c1 | 16.3 | -6.7
CCN(CC)C(=O)C1CCCN(c2cc(NCCN(C(C)C)C(C)C)ncn2)C1 (configuration not stated) | -1.1 | -5.4
CC(C)NC(=O)c1cccc(NC(=O)Nc2ccc(-c3ccnc(N)n3)cc2)c1 | 1.0 | 10.1
O=C1CCCN1CCn1cnc2c(NCc3ccccc3)nc(Nc3ncccn3)nc21 | 13.6 | 9.3
CCCNc1ncnc2c1nc(-c1ccc3[nH]ccc3c1)n2C(C)C | -6.7 | 6.7
NC(=O)c1cnn(-c2ccnc(NC(=O)Cc3ccc(F)cc3)c2)c1 | -5.0 | 1.7
Cc1noc(C)c1-c1nc(NCCc2ccc(O)cc2)c2ncn(-c3ccccc3)c2n1 | -22.8 | -12.1
O=C(CCCCC(=O)Nc1c(I)cc(I)c(C(=O)O)c1I)Nc1c(I)cc(I)c(C(=O)O)c1I | 4.0 | .
O=C([C@H](O)C1CCCCC1)N1CCCN(S(=O)(=O)c2cccc3cnccc23)CC1 | 14.8 | -1.7
O=C(NCc1cccnc1)c1ccc2nc(NC3CCN(Cc4ccccc4)CC3)sc2c1 | -5.8 | -4.8
CCNc1nc(NCCc2ccc(OC)cc2)c2ncn(Cc3ccc(C(F)(F)F)cc3)c2n1 | -9.5 | 13.9
CC(=O)c1cccc(-c2nc(C(=O)NC3CC3)cs2)c1 | 3.6 | -8.9
NC(C(=O)O)C1CC(Cl)=NO1 (configuration not stated) | -7.4 | .
CC(=O)c1cccc(-c2nc3ccc(C(=O)NCCN(C(C)C)C(C)C)cc3s2)c1 | 9.2 | -2.3
c1ccc(-c2cc(NCCCn3ccnc3)nc(-c3cccnc3)n2)cc1 | -7.2 | .
CCCNc1ccnc(Nc2cccc(N(C)C)c2)n1 | 13.0 | 22.4
O=C1CCCN1CCCNc1cc(NCCO)ncn1 | 7.9 | 2.8
Nc1cccc(-c2nc(NCCN3CCOCC3)c3ncn(-c4ccsc4)c3n2)c1 | -1.6 | -5.8
COc1cccc(CN(C(=O)Nc2ccc(-c3cn[nH]c3)cc2Cl)C2CC2)c1 | -29.9 | -2.3
c1ccc(Nc2cc(Oc3ccnc(Nc4ccccc4)c3)ccn2)cc1 | -4.7 | -13.1
CCCCCCCCNC(C)C(O)c1ccc(SC(C)C)cc1 (configuration not stated) | -4.7 | .
Cc1cc(NCc2cccnc2)nc(N2CCc3ccccc3C2)n1 | 11.7 | 4.1
COc1ccc(Nc2cc(C)nc(N3CCN(S(=O)(=O)c4ccc(OC)cc4)CC3)n2)cc1 | 9.9 | .
CCCNC(=O)c1csc(Nc2cccc(N(C)C)c2)n1 | 2.5 | -14.6
CC(C)n1c(NCCc2ccccc2)nc2c1c(=O)n(C)c(=O)n2C | 6.5 | .
CCCNC(=O)c1ccc(-c2ccc(C(=O)NC3CC3)cc2)s1 | 8.0 | -1.3
CC(=O)Nc1ccc2c(C)c(C(=O)c3ccc(C)cc3)oc2c1 | -39.1 | .
O=C(Nc1ccc2c(c1)OCO2)C1CCN(c2ccc(Nc3ccc4ncccc4c3)nn2)CC1 | 4.8 | 8.2
CCNc1nc2ccc(C(N)=O)cc2s1 | -1.4 | 4.8
CCN(CC)c1nc(Nc2cc(OC)c(OC)c(OC)c2)nc(Nc2cnccn2)n1 | -24.0 | 1.4
COCCNc1cc(-c2ccncc2)nc(-c2ccncc2)n1 | 17.6 | .
O=C1CCCN1CCn1cnc2c(NCc3nc4ccccc4[nH]3)nc(Nc3nccc4ccccc34)nc21 | 5.1 | -3.0
O=C(NC1CCN(Cc2ccccc2)CC1)c1ccc2nc(Nc3cnccn3)sc2c1 | 7.7 | -3.4
CC(=O)Nc1ccc(Nc2nc(NCc3ccc4c(c3)OCO4)nc3nc[nH]c23)cc1 | -12.8 | 17.4
Nc1nc(NCc2ccccc2)cc(-c2ccc(C(=O)NC3CC3)cc2)n1 | 2.2 | 0.2
CCCNc1nc(N2CCC(N3CCOCC3)CC2)nc2nc[nH]c12 | 3.8 | -10.4
COc1cc(NC(=O)Cc2cn(-c3ccc(N4CCOCC4)nn3)c3ccccc23)cc(OC)c1OC | 3.5 | 0.2
Cc1ccc(-c2ncn(-c3ccc(Nc4nccc(-c5cncc6ccccc56)n4)cc3)n2)cn1 | 3.7 | 37.7*
O=C(NCc1cccnc1)c1ccnc(NCc2cccnc2)c1 | 8.3 | -8.5
C[C@@H](N)c1nc(-c2ccncc2)n[nH]1 | -10.8 | 2.9
COc1ccc2c(c1)CC(C(=O)Nc1ccc(-c3ccncc3)cc1Oc1ccccc1)CO2 (configuration not stated) | -7.4 | -1.8
CC(=O)Nc1ccc(NC(=O)c2ccc(-c3csc4ccccc34)s2)cc1 | 4.3 | 10.5
CC(=O)c1cccc(-c2cccc(C(=O)NCCN(C(C)C)C(C)C)n2)c1 | 0.6 | 6.3
COc1ccc(CCNc2nc(-c3ccc4[nH]ccc4c3)nc3c2ncn3Cc2ccc(C(F)(F)F)cc2)cc1 | 7.9 | 10.4
O=C(Nc1ccc(N2CCOCC2)cc1)c1cccc(-c2cccs2)n1 | 7.9 | 14.8
FC(F)(F)c1ccc(Cn2cnc3c(NCCOc4ccccc4)nc(Nc4ccc(-n5ccnc5)cc4)nc32)cc1 | -9.5 | 10.3
Cc1ccc(-c2ncn(-c3ccc(Nc4nccc(-c5ccc(N)nc5)n4)cc3)n2)cn1 | -25.7 | 3.6
CNC(=O)c1cccnc1Nc1cc(NC(=O)Cc2ccc(OC)cc2)ncc1C(F)(F)F | 43.1* | 0.0
Cc1nn(C)c(C)c1-c1ncc(C(=O)NCc2nc3ccccc3[nH]2)s1 | 3.6 | -28.4
COc1ccc(CCNC(=O)c2csc(Nc3ccc(N4CCOCC4)cc3)n2)cc1 | 4.2 | 3.0
CC(C)n1cnc2c(NCCO)nc(-c3cccs3)nc21 | 0.9 | 3.3
CN1CCN(c2ccc(-c3cccc(C(=O)NCCc4ccc(O)cc4)c3)cc2)CC1 | -2.7 | -2.6
CN1CCN(c2ccc(-c3cncc(C(=O)NCc4cccnc4)c3)cc2)CC1 | 18.6 | -12.4
O=C(NNC(=O)c1cccs1)c1ccccn1 | -7.3 | .
CCCNC(=O)c1ccc2nc(Nc3cccnc3)sc2c1 | -3.7 | -1.7
CC(=O)Nc1ccc(NC(=O)c2cc(NC3CCC(O)CC3)nc3ccccc23)cc1 (configuration not stated) | -1.7 | -11.7
c1cc(-n2cnc3c(NCCN4CCOCC4)nc(NCCN4CCOCC4)nc32)cs1 | -5.9 | -17.1
COc1cc(Nc2nc(Nc3ccccc3)c3ncn(C(C)C)c3n2)cc(OC)c1OC | 13.4 | 13.7
O=C(Cc1cn(-c2ccc(Nc3ccc4ncccc4c3)nn2)c2ccccc12)NCc1nc2ccccc2[nH]1 | -12.9 | 4.7
CCN(CC)CCOC(=O)C1(C2CCCCC2)CCCCC1 | 0.7 | .

(cont.)
Structure | ULK1 inh | ASK1 primary
NC(=O)c1ccc(-c2cncc(C(=O)NC3CCN(Cc4ccccc4)CC3)c2)cc1 | 30.0 | -1.6
Cc1ccc(N2C(=O)c3ccc(C(=O)OCC(C)C)cc3C2=O)cc1 | -3.9 | .
c1cnc2ccc(Nc3nc(NC4CC4)c4ncn(-c5ccsc5)c4n3)cc2c1 | 4.3 | 7.0
COc1cc(Nc2ccnc(Nc3cc(OC)c(OC)c(OC)c3)n2)cc(OC)c1OC | -10.3 | 1.4
CCN(CC)C(=O)C1CCCN(c2nc(NCc3cccc(C(F)(F)F)c3)c3ncn(C(C)C)c3n2)C1 (configuration not stated) | -5.1 | 17.0
CCN(CC)c1nc(NCc2cccc(C(F)(F)F)c2)nc(Nc2ccc(-n3ccnc3)cc2)n1 | -33.8 | -15.8
O=C(Nc1ccccc1)Nc1cnn(-c2cccc(-c3n[nH]c(-c4ccncc4)n3)c2)c1 | 10.5 | -4.1
FC(F)(F)c1ccc(Nc2nc(NCc3ccccc3)c3[nH]cnc3n2)cc1 | -37.7 | 19.7
OCCNc1cc(-c2ccc(N3CCOCC3)nc2)ncn1 | 0.8 | -0.1
C/C(CC(=O)NCc1ccco1)=N\NC(=O)c1ccc(C)cc1 | 10.4 | .
